High-throughput results deposited in PubChem BioAssay by National Center for Advancing Translational Sciences (NCATS).
AMA1-RON2 inh: AMA1-RON2 (P. falciparum) interaction inhibition; AlphaScreen AMA1-biotinylated RON2 peptide binding; Potency, µM (series often up to 58.2 µM), without a hit: at the highest dose activity change, negative = inhibition, most hits filed as inhibitors; 360,000 compounds, 0.2% hits; AID 720542;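 further: potency means the concentration at half of the fitted maximal effect; 0% = vehicle wells and -100% = peptide control; nearly all actives have a fitted effect of over 45% in size; some results filed as inactive show a strong effect at the top dose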
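AMA1 (3D7) with his tag at 25 nM final met compounds first, then biotinylated RON2 peptide at 25 nM; detection used donor plus acceptor beads, 10 µg/mL apiece, read by AlphaScreen after 30 min at room temperature.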
LmPK inh: LmPK (Leishmania mexicana) enzyme inhibition; Q27686; Potency, µM (titrated, usually from 57.5 µM), inactives show top-dose activity change, negative = inhibition, most hits filed as inhibitors; purified LmPK, Kinase-Glo ATP luminescence, 1 h; 290,000 compounds, 0.37% hits; further: potency means the concentration at half of the fitted maximal effect; on the % scale 0 is the no-effect control and ±100 the full control effect
Target sequence (Q27686 whole entry, looked up): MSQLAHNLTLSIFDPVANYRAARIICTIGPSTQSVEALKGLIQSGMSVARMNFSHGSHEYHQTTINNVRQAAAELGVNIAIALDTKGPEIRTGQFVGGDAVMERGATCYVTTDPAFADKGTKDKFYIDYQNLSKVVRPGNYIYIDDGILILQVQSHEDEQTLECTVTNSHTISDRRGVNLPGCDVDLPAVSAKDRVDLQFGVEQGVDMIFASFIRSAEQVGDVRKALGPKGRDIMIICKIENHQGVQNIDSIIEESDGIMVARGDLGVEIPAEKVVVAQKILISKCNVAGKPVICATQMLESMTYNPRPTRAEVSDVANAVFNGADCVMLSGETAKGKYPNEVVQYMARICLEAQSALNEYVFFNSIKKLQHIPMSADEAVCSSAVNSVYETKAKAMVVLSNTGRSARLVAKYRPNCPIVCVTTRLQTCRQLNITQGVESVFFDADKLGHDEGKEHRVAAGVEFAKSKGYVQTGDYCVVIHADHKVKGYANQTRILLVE
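Purified LmPK (0.1 nM) with 0.5 mM PEP and 0.1 mM ADP in imidazole buffer pH 7.2 with MgCl2/KCl, 1 h at room temperature. ATP formed was read by luciferase luminescence and normalized to no-enzyme and uninhibited controls.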
Cycloheximide cs: counter-screen for Shiga toxin inhibitors: cycloheximide protein synthesis inhibition; 300,000 compounds, 12% hits; cell reporter, cycloheximide protein synthesis inhibition counterscreen; max response, %; in the data active means max response mostly above about 13%, no sharp cut-off; inactive means mostly below about 14%; further: read at 38.3 µM for the half of the compounds with a filed dose; 0% is about no effect
Pf growth 48h: P. falciparum growth inhibition at 48 hours (one generation); Potency, µM (series often up to 28.7 µM), for the others: top-dose activity change, negative = inhibition, most hits filed as inhibitors; P. falciparum luciferase growth in erythrocytes, 48 h; 310,000 compounds, 5.9% hits; AID 504832; further: potency means the concentration at half of the fitted maximal effect; on the % scale 0 is the no-effect control and ±100 the full control effect
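First compound was added to culture medium, then infected red cells at 0.1% parasitemia and 2% hematocrit (final). After incubation at 37 C under 5% CO2, luciferase detection reagent was dispensed and light output recorded.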
Pf growth 96h: inhibits malaria parasite growth, 96 h; P. falciparum luciferase reporter growth, 96 h; Potency, µM (doses to about 28.7 µM), for the others: at the top dose activity change, negative = inhibition, most hits filed as inhibitors; 320,000 compounds, 6.9% hits; AID 504834; further: potency means the concentration at half of the fitted maximal effect; on the % scale 0 is the no-effect control and ±100 the full control effect
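Parasite growth measured via integrated firefly luciferase reporter in P. falciparum. Infected erythrocytes at 2% hematocrit, 0.05% parasitemia final were treated 96 hours at 37 C under 5% CO2, and luminescence was read.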
Tb PYK inh: inhibitors of Trypanosoma brucei pyruvate kinase | Q57TT1 | TbPYK enzyme, Kinase-Glo Plus ATP luminescence, 45 min | Potency, µM (top dose mostly 76.8 µM), without a hit: top-dose activity, negative = inhibition, hits mostly inhibitors | 410,000 compounds, 0.12% hits | AID 624173; further: potency means the concentration at half of the fitted maximal effect; on the % scale 0 is the no-effect control and ±100 the full control effect; nearly all actives have a fitted effect of over 50% in size
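Enzyme and substrate buffer are dispensed first and compound is pin-transferred. ADP at 130 uM final then starts the reaction, which runs 45 min at room temperature. Detection reagent is added for 10 min before luminescence is imaged.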
Shiga toxin inh: Shiga toxin inhibition; inhibition, % at 38.7 µM; Vero cells, Shiga toxin protein synthesis inhibition reporter; AID 2315; 290,000 compounds, 9.2% hits; in the data active means inhibition mostly above about 28%, no sharp cut-off; inactive means mostly below about 43%; further: 0% is about no effect
The depositor's hits bear a star; u = inconclusive; x = not tested or not shown; [ ] = another dose, or the depositor's remark. Unless noted, the call rests on the fitted dose curve; in most records, active means well fitted curve in the direction sought with a large enough effect; inconclusive means small, poorly fitted or top-dose-only effect, or another doubt; inactive means no such curve, though single readings can be large; an effect the other way counts as inactive or inconclusive.

Each structure is followed by: Cycloheximide cs | LmPK inh | AMA1-RON2 inh | Tb PYK inh | Pf growth 96h | Shiga toxin inh | Pf growth 48h
1	O=c1[nH][nH]cc1C=Nc1ccccc1Cl
  10 | -5% | 10% | 8% | 1% | 14 | -15%
2	COC(=O)N/N=C/c1ccc([N+](=O)[O-])o1
  -2 | 8% | 61%[activator] | 0% | 12µM* | -4 | 13µM*
3	CC(CN(C)C1CCN(C)CC1)c1ccccc1 (centres undefined)
  -2 | -8% | 7% | 2% | -20% | 13 | -8%
4	CCOC(=O)c1sc2nc3c(cc2c1N)COC(C)(CC)C3 (centres undefined)
  41* | 0% | 64%[activator] | x | -28% | 33 | 87%[activator]
5	COCCn1c(C)cc(C(=O)CSc2nc3ccccc3c(=O)n2Cc2ccco2)c1C
  23* | 1% | 19% | 3% | -4% | 96* | 34%[activator]
6	Cn1c(Cc2ccccc2)nnc1SCC(=O)NC1CCCC1
  -1 | 1% | 0% | 2% | -5% | 3 | 1%
7	CCOP(=O)(OCC)C(C)(C)NC(=O)C(Cl)(Cl)Cl
  -6 | 2% | 20% | 0% | u | -13 | 12%
8	CN1CCN(C(=O)c2ccc(COc3ccc(C(C)(C)C)cc3)o2)CC1
  49* | 5% | -2% | -25% | -2% | 65* | 2%
9	CNC(=O)COC(=O)/C=C/c1c(C)nn(-c2ccccc2)c1C
  10 | -1% | -3% | -2% | 42%[activator] | -26 | 19%
10	Cc1ccn(C(=O)c2cc3cc(Cl)ccc3oc2=O)n1
  3 | 1% | -9% | 0% | 2% | -2 | x
11	CN(c1ccccc1)S(=O)(=O)c1cccc(C(=O)OCC(=O)Nc2ccc3[nH]c(=O)[nH]c3c2)c1
  x | x | -12% | -4% | 15% | x | -19%
12	CCOc1ccc(OCCOc2cccc(C(F)(F)F)c2)cc1
  -3 | -12% | 19% | 6% | 80%[activator] | 3 | 44%[activator]
13	CCC(=O)Oc1ccc(-c2cnc3ccccc3n2)cc1
  32* | -28% | 9% | u | 317%[activator] | 60 | 28%
14	NS(=O)(=O)c1ccc(N2CCN(C(=O)C3COc4ccccc4O3)CC2)nc1 (centres undefined)
  x | x | -1% | 2% | -10% | x | 4%
15	COC(=O)c1ccc(N2NC(=O)/C(=C/c3ccc(OC)c(OC)c3)C2=O)cc1
  -3 | 4% | -4% | -8% | 80%[activator] | -5 | 7%
16	CCOC(=O)c1cc2sc(C)cc2n1CC(=O)Nc1ccc2c(c1)OCCO2
  12* | 1% | 10% | 1% | 0.74µM* | 26 | -9%
17	COc1ccc(C2C(C(C)=O)=C(O)C(=O)N2C)c(OC)c1 (centres undefined)
  10 | -2% | -5% | 0% | 34%[activator] | -8 | 8%
18	CCC1NC(C(=O)O)Cc2c1[nH]c1ccccc21 (centres undefined)
  x | x | 11% | -11% | 15% | x | -21%
19	Cc1cc(C(=O)CSc2nc3ccccc3n2C)c(C)n1C
  -2 | 9% | -19% | -9% | -16% | 8 | x
20	CCOC(=O)c1ccccc1NC(=O)COC(=O)CCNS(=O)(=O)c1cccs1
  x | x | 1% | -14% | 23% | x | u
21	CCC1(C)Cc2ccccc2-c2[nH]c(=S)[nH]c(=O)c21 (centres undefined)
  -4 | 26% | 95%[activator] | 0% | -18% | x | 22%
22	COc1ccccc1NC(=O)CCn1c(=S)oc2ccccc21
  -2 | -2% | 10% | 2% | 26% | 9 | -7%
23	C/C(Cl)=C\COc1cc(C)nc2c(Br)cccc12
  13 | 2% | 16% | 5% | 33%[activator] | 26 | -13%
24	O=C(O)c1ccccc1C(=O)c1ccc(N2CCCC2)c([N+](=O)[O-])c1
  -2 | 5% | 19% | 0% | 12µM* | 1 | -6%[1.15 µM]
25	CC(C)COc1ncnc2c1sc1nc3c(cc12)COC(C)(C)C3
  14 | -6% | x | x | 185%[activator] | 21* | 105%[activator]
26	O=C(COc1ccc(Cl)cc1)Nc1ccc(NC(=O)c2ccco2)cc1
  -3 | 5% | -3% | 3% | 75%[activator] | -6 | 2%
27	Cc1ccc(CNC(=O)[C@H](Cc2ccccc2)NC(=O)c2ccco2)cc1
  x | x | 8% | -5% | -12% | x | u
28	O=C(CSc1nc2c(cnn2-c2ccc(F)cc2)c(=O)[nH]1)Nc1nccs1
  -5 | -2% | -3% | -3% | 12% | -22 | 38%[activator]
29	Cc1cc(C)n2nc(C(=O)N(C)c3c(N)n(Cc4ccccc4)c(=O)[nH]c3=O)nc2n1
  x | x | -11% | 0% | 5% | x | 0%
30	Cc1ccccc1OCC(=O)N1CCC2(CC1)CC(=O)c1ccccc1O2
  x | x | -1% | 6% | u | x | -35%
31	O=C(/C=C/c1ccc(F)cc1)Nc1cc(S(=O)(=O)N2CCOCC2)ccc1N1CCCC1
  -3 | 0% | -2% | -2% | u | -16 | -6%
32	CN1CCN(CC(O)COC(c2ccc(Cl)cc2)c2ccc(Cl)cc2)CC1 (centres undefined)
  -7 | -3% | -6% | 1% | 9.3µM* | -5 | x
33	O=C(Nc1ccccc1-c1ccccc1)c1cccc(C(F)(F)F)c1
  -7 | 2% | 23% | 6% | u | -8 | 2%
34	C=C(C)CNC(=S)N/N=C(\C)c1ccc(-n2ccnc2)cc1
  -3 | 3% | 14% | -3% | 5.9µM* | -10 | x
35	CCS(=O)(=O)n1nc(-c2ccccc2)nc1SC
  20 | -1% | -4% | 2% | 60%[activator] | 26 | x
36	O=C(c1ccc(Cn2cnnn2)cc1)N1CCCC(Nc2ccc(F)cc2)C1 (centres undefined)
  0 | 5% | 1% | -2% | 63%[activator] | 21 | u
37	Cc1ccc2cc(/C=N/Nc3ccc(C(=O)O)cc3)c(Cl)nc2c1
  33* | 5% | -6% | -4% | 73%[activator] | 51* | 128%[activator]
38	CCCCCCNC(=O)n1cc(F)c(=O)[nH]c1=O
  x | x | x | 0% | 2.1µM* | x | 4.3µM*
39	Cc1ccc(S(=O)(=O)N(CC(=O)NCCSC2CCCCC2)c2ccccc2F)cc1
  -3 | 0% | 3% | -3% | 1.7µM* | 13 | 4.7µM*
40	O=C(CSc1n[nH]c(=O)[nH]c1=O)c1cccc([N+](=O)[O-])c1
  -4 | 2% | 18% | -7% | 191%[activator] | 10 | 20%
41	Cc1ccc(S(=O)(=O)N2CCN(CC(=O)Nc3ccc([N+](=O)[O-])cc3)CC2)cc1C
  -3 | 4% | 4% | -10% | u | 5 | u
42	Cn1c(C2CC(=O)N(Cc3ccccc3)C2)nc2ccccc21 (centres undefined)
  -3 | -7% | -7% | 4% | 1% | 8 | 0%
43	CC(=O)c1cn(CC(=O)Nc2c(C)cccc2C)c2ccccc12
  6 | -1% | 3% | 0% | 45%[activator] | -8 | 8%
44	C=CCN(CC=C)C(=O)c1ccc2nc(Cc3ccc(OC)c(OC)c3)oc2c1
  17* | 8% | 1% | -7% | u | 13 | u
45	CCCCCSc1nc(N2CCOCC2)c2c(c1C#N)CC(C)(C)OC2
  -1 | -3% | -6% | 4% | u | -10 | 9.3µM*
46	CC(C)(C)NC(=O)COc1ccccc1C#N
  -1 | 0% | -14% | -6% | 1% | -5 | u
47	COc1cc(OC)cc(C(=O)N2CCN(Cc3ccccc3C(F)(F)F)CC2)c1
  -7 | -3% | -26% | 23% | u | -21 | 6%
48	Cc1cc(C)cc(OCC(=O)N2CCc3ccccc3C2)c1
  -3 | -1% | 12% | 3% | u | -17 | -20%
49	CN(C)/C=N/c1cc(=O)[nH]c(=O)n1CC1CC1
  -4 | 2% | 4% | -2% | -22% | -19 | 8%
50	Cc1ccc(-n2nnc3c(=O)n(CC(=O)N4CCC(C)CC4)cnc32)cc1
  9 | -6% | -12% | 0% | 4.1µM* | -3 | 23%
51	COc1ccc(CCN(C(=O)c2cccc(F)c2)C2CC(=O)N(c3ccc(OC)cc3)C2=O)cc1 (centres undefined)
  -1 | 2% | -7% | -2% | 10% | 13 | u
52	CCCC(C)c1nnc(NC(=O)C(=O)OCC)s1 (centres undefined)
  8 | 0% | 6% | -21% | u | 46 | 22%
53	CCOc1ccc(C2/C(=C(/O)c3ccc4c(c3)CC(C)O4)C(=O)C(=O)N2CCCn2ccnc2)cc1 (centres undefined)
  1 | 2% | 28% | 7% | -1% | 14 | 22%
54	CCN(CC)S(=O)(=O)c1ccc(NCc2ccccc2)nc1
  -2 | 8% | 28% | -5% | -6% | -8 | 2%
55	CCOc1ccc(S(=O)(=O)NC(C)C(=O)NCc2ccccn2)cc1 (centres undefined)
  -1 | -3% | 100%[activator] | -3% | 19% | -6 | 14%
56	O=C(N[C@@H]1CCC(=O)N(CC[C@H](Sc2ccc(Br)cc2)c2ccccc2)CC1)OCc1ccccc1
  x | x | 1% | -1% | u | x | u
57	Cn1c(-c2ccccc2[N+](=O)[O-])[n+](C)c2ccccc21
  1 | -2% | 2% | 6% | 4.1µM* | 8 | 10µM*
58	Cc1cccc(N2CCN(C(=O)CCN3C(=S)NC(C)(C)CC3C)CC2)c1C (centres undefined)
  1 | 1% | -10% | -4% | 7% | -8 | u
59	C#CCOCCOCCOCCNc1nc(N2CCN(C(=O)CCCCCCCCCCNC(=O)Cn3cc(CCCCCN)nn3)CC2)nc(N2CCN(C(=O)CCCCCCCCCCNC(=O)[C@H](CO)n3cc(CCCCCN)nn3)CC2)n1
  x | x | u | -10% | 2.9µM* | x | 1µM*
60	CC1Cc2nc(SCC(N)=O)n(Cc3ccccc3)c(=O)c2S1 (centres undefined)
  -6 | 6% | -3% | -4% | u | -5 | u

(cont.)
Each structure is followed by: Cycloheximide cs | LmPK inh | AMA1-RON2 inh | Tb PYK inh | Pf growth 96h | Shiga toxin inh | Pf growth 48h
61	Cn1c(SCc2ccc(C(=O)Nc3nccs3)cc2)nnc1-c1ccccc1
  4 | -1% | 0% | 0% | x | 8 | 2.3µM*
62	CCCCc1n[nH]c(=S)n1Cc1ccccc1
  -3 | 0% | 77%[activator] | u | 91%[activator] | -9 | 9%
63	Cc1ccccc1-c1nc(CN(Cc2c(C)nn(C)c2C)C2CC2)c(C)o1
  2 | 6% | -12% | 5% | 37%[activator] | -15 | 12µM*
64	CCOC(=O)c1cnc(-n2nc(C)cc2C)nc1Nc1ccc(OC)cc1
  1 | 6% | 8% | 0% | 1.9µM* | -2 | 4.1µM*
65	CC(=O)OCCn1c(Br)nc2c1c(=O)[nH]c(=O)n2C
  11 | -4% | -2% | 4% | -12% | -16 | 5%
66	O=S1(=O)CCN(Cc2ccccc2C(F)(F)F)CC1
  -2 | 1% | -5% | 6% | -36%[5.75 µM] | -20 | -9%
67	COc1ccc(O)c(/C=N/NC(=O)CSc2nnc(C)n2-c2ccccc2)c1
  -2 | 1% | 18% | -6% | 125%[activator] | -14 | -3%
68	COc1ccc(Br)cc1/C=N/NC(=O)C(c1ccncc1)N1CCOCC1 (centres undefined)
  -2 | 0% | 10% | -2% | 3% | -5 | -1%
69	Clc1ccccc1OCc1nc(-c2ccc(Br)o2)no1
  54* | 5% | 10% | 4% | 3% | 70* | x
70	O=C1CCCN1CCCN=c1c([N+](=O)[O-])nn(-c2ccc(Cl)cc2)n1O
  13 | -4% | 1% | 1% | 23% | 29 | u
